E-sel TNF inh: TNF alpha driven E-selectin expression inhibition; HUVEC TNFa-induced E-selectin immunofluorescence, high content; inhibition, % at 2 µM; 120,000 compounds, 0.71% hits; AID 1246;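 active means inhibition above the batch mean plus 3 SD, and confirmed as a hit on visual image review, cut at about 43% in these data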;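 further: 0% = TNF-stimulated DMSO wells and 100% = unstimulated control wells; not every result past the cut was called active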
BB579 growth dn: chemicals that inhibit yeast BB579 growth in restrictive medium (lifespan-shortening candidates); 140,000 compounds, 0.51% hits; inhibition, % at 10 µM; S. cerevisiae BB579 growth, OD615, 48 h; AID 804;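 active means inhibition above a set limit, 3 SD over the mean compound inhibition, cut at about 44% in these data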; further: inactives centre near -24
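Assay system – yeast BB579 (DeaD) · Dosing – single compound dose of 10 µM, 0.25% DMSO final · Detection – OD615 turbidity measurement · Buffer or medium – CSMM-D restrictive synthetic medium containing dextrose (glucose) · Benchmarks – positive control amphotericin B 10 µg/mL · Incubation – 48 h exposure, 30 °C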
GALR2 blocker: antagonists of human galanin receptor 2 (GALR2). O43603. GALR2-expressing cells, antagonist mode. inhibition, % at 4 µM. 140,000 compounds, 0.39% hits; in the data active means inhibition above about 27%;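 further: cells stimulated with galanin 1-16 at roughly its EC80; 0% = agonist challenge control and 100% = basal control without agonist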
Target sequence (O43603 whole entry, looked up): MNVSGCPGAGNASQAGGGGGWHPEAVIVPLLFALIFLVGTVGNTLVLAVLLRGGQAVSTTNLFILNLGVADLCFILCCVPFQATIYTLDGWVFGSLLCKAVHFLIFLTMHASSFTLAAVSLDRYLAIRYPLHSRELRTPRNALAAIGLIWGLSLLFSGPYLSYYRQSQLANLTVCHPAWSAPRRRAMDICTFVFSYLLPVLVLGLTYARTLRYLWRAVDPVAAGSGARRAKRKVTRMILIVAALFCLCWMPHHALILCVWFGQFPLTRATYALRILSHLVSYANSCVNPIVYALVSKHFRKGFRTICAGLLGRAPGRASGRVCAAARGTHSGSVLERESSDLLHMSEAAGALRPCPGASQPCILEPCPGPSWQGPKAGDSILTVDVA
Measles CPE: protection of cells from measles virus; Measles virus-infected cells, CPE protection, absorbance; protection (pct of control), % at 4 µM; 140,000 compounds, 1.5% hits; AID 841; in the data active means protection mostly above about 24%, no sharp cut-off; inactive means mostly below about 26%; further: some compounds called inactive have numbers as strong as hits
Yeast life ext: yeast lifespan extension. 130,000 compounds, 0.68% hits. inhibition of the nicotinamide effect, % at 10 µM. S. cerevisiae growth with nicotinamide, OD615; deaD strain in restrictive glucose medium;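 active means inhibition above a set limit, placed 3 SD over the median of all compounds, cut at about 26% in these data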;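 further: 0% = nicotinamide-treated wells and 100% = cells grown without nicotinamide; some compounds called inactive have numbers as strong as hits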
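Measured by: optical density (absorbance) at 615 nm; System: modified budding yeast, DeaD strain; Medium: restrictive CSMM-D dextrose medium; Timing: 4 h preincubation then 48 h treatment at 30 °C.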
HCT116 bCat-KO: beta-catenin-lacking colon tumor cell growth suppression; HCT116 beta-catenin knockout viability, CellTiter-Glo, 60 h; active compounds read low; viability, % at 10 µM; AID 818; 140,000 compounds, 1.5% hits;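 active means viability at or under a set limit, the compound median less 4 SD, cut at about 6% in these data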;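 further: 0% = Hyamine 1622 control at 20 µM and 100% = untreated cell control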
PTEN del growth: suppresses growth of cells with PTEN deletion | HCT116 PTEN-null viability, CellTiter-Glo, 60 h; active compounds read low | viability, % at 10 µM | 140,000 compounds, 1.2% hits;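 active means viability at or below a set limit, 4 SD under the median of all tested compounds, cut at about 3.7% in these data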;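 further: PTEN knockout HCT116 line with beta catenin targeted HCT116 as companion control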
MRP1 act: activates MRP-1 | H69AR cells + doxorubicin, viability rescue, CellTiter-Glo | viability increase, % at 10 µM | 140,000 compounds, 0.61% hits;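 active means viability gain under doxorubicin at or above a set limit, the compound median plus 3 SD, cut at about 4.7% in these data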;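 further: MRP-1 overexpressing cells given doxorubicin 25 µM after compound pretreatment; 18-22 h compound pretreatment then 72 h with doxorubicin before readout; 0% = doxorubicin-only wells and 100% = vehicle-treated cells without doxorubicin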
Phagocyt inh: blocks phagocytosis by macrophages. J774A.1 macrophage IgG-bead phagocytosis, imaging. inhibition, % at 5 µM. 110,000 compounds, 0.07% hits;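 active means inhibition above the mean of the plate negative controls plus 5 SD, cut at about 13% in these data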;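 further: phagocytic index as fraction of beads internalized from green versus red external bead signal; plate controls were DMSO negative control for no effect and cytochalasin-D positive control for full effect; some results beyond the cut were filed as inactive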
NPY-Y2 antag: blocks the human neuropeptide Y Y2 receptor; P49146; NPY-Y2 expressing cells, antagonist mode; inhibition, % at 2.7 µM; 140,000 compounds, 0.99% hits; AID 793; in the data active means inhibition above about 17%;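 further: 0% = vehicle with agonist challenge and 100% = reference antagonist with challenge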
Target sequence (P49146 whole entry, looked up): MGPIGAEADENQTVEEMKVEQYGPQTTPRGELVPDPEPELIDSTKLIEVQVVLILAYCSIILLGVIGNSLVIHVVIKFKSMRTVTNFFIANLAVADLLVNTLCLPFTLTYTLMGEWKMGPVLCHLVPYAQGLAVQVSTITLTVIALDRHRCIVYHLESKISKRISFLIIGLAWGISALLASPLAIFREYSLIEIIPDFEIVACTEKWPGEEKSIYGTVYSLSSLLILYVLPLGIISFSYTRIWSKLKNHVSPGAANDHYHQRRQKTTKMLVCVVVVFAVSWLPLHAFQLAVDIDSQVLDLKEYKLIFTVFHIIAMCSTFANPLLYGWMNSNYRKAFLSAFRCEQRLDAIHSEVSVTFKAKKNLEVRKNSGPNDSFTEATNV
* hit, by the source's call; . = no result given.

| SMILES | E-sel TNF inh | BB579 growth dn | GALR2 blocker | Measles CPE | Yeast life ext | HCT116 bCat-KO | PTEN del growth | MRP1 act | Phagocyt inh | NPY-Y2 antag |
| --- | --- | --- | --- | --- | --- | --- | --- | --- | --- | --- |
| COc1ccc(C2C(C(C)=O)=C(O)C(=O)N2CCCn2ccnc2)cc1 (centres undefined) | -27 | -38 | -1 | 2 | -21 | 107 | 95 | 0.5 | . | 1 |
| O=C(Cc1cccs1)Nc1nc(-c2ccc(F)cc2F)cs1 | -8 | 28 | -2 | 16 | -22 | 24 | 20 | -1.7 | 0 | 1 |
| CC(C)Cc1nnc(NC(=O)CCC(=O)N2CCN(S(=O)(=O)c3ccccc3)CC2)s1 | . | -31 | 5 | 15 | -2 | 97 | 94 | -2.0 | . | 1 |
| NC(=O)c1cccn1Cc1cccc(Cl)c1 | -5 | -13 | 3 | 7 | -3 | 89 | 95 | -1.5 | 3 | 1 |
| CCc1ccc(N(C(=O)c2ccoc2C)C(C(=O)NC2CCCC2)c2ccc(OC)cc2)cc1 (centres undefined) | 13 | -10 | 1 | 1 | -17 | 66 | 51 | -3.5 | . | 12 |
| FC(F)(F)c1ccc(N2CCN(c3ncnc4c3nnn4Cc3ccccc3Cl)CC2)cc1 | -13 | -45 | -2 | 4 | . | 78 | 65 | -1.5 | . | 2 |
| Cc1cc(NC(=O)c2noc3c2CCCCC3)no1 | . | 11 | 4 | 8 | -16 | 111 | 99 | -0.4 | -4 | 3 |
| CCOC(=O)C(NS(=O)(=O)c1ccc(Br)cc1)C(C)C (centres undefined) | 2 | -29 | -2 | 12 | -2 | 87 | 88 | -2.6 | 1 | 1 |
| O=C(Nc1cccc(C(F)(F)F)c1)c1cccnc1N1CCN(CCO)CC1 | -13 | 13 | -3 | 16 | -24 | 103 | 93 | -2.7 | 0 | 4 |
| COc1ccccc1CNC(=O)COC(=O)Cc1ccc(Cl)cc1 | -6 | -25 | -5 | 8 | -6 | 90 | 91 | -1.4 | -8 | 3 |
| Cc1ccc2oc(-c3cccc(NC(=S)NC(=O)c4cccs4)c3)nc2c1 | -11 | -18 | -6 | 9 | -2 | 97 | 90 | -0.1 | -6 | 0 |
| Cc1ccc(S(=O)(=O)N2CCCC2C(=O)NCCc2nc3ccccc3[nH]2)cc1 (centres undefined) | -49 | -15 | 0 | 3 | . | 87 | 81 | -2.8 | . | -2 |
| CCCCOC(=O)Cn1c(=N)n(CCN(CC)CC)c2ccccc21 | 17 | -54 | -1 | 13 | -9 | 101 | 109 | -0.2 | . | 8 |
| O=C(N/N=C/c1cccc(O)c1)c1ccc(COc2ccccc2Br)cc1 | . | -4 | 15 | 3 | 3 | 59 | 69 | 0.4 | 2 | 9 |
| COc1ccc(-n2ncc3c(NCc4ccco4)ncnc32)cc1 | -10 | -31 | 10 | 9 | -23 | 97 | 94 | -4.3 | 5 | 2 |

An excerpt of these results, with values under each structure.
Results follow in this order: E-sel TNF inh, BB579 growth dn, GALR2 blocker, Measles CPE, Yeast life ext, HCT116 bCat-KO, PTEN del growth, MRP1 act, Phagocyt inh, NPY-Y2 antag
FC(F)(F)c1ccc(N2CCN(c3ncnc4c3nnn4Cc3ccccc3Cl)CC2)cc1
    -13, -45, -2, 4, ., 78, 65, -1.5, ., 2
Cc1cc(NC(=O)c2noc3c2CCCCC3)no1
    ., 11, 4, 8, -16, 111, 99, -0.4, -4, 3
CCOC(=O)C(NS(=O)(=O)c1ccc(Br)cc1)C(C)C (centres undefined)
    2, -29, -2, 12, -2, 87, 88, -2.6, 1, 1
O=C(Nc1cccc(C(F)(F)F)c1)c1cccnc1N1CCN(CCO)CC1
    -13, 13, -3, 16, -24, 103, 93, -2.7, 0, 4
COc1ccccc1CNC(=O)COC(=O)Cc1ccc(Cl)cc1
    -6, -25, -5, 8, -6, 90, 91, -1.4, -8, 3
Cc1ccc2oc(-c3cccc(NC(=S)NC(=O)c4cccs4)c3)nc2c1
    -11, -18, -6, 9, -2, 97, 90, -0.1, -6, 0
Cc1ccc(S(=O)(=O)N2CCCC2C(=O)NCCc2nc3ccccc3[nH]2)cc1 (centres undefined)
    -49, -15, 0, 3, ., 87, 81, -2.8, ., -2
CCCCOC(=O)Cn1c(=N)n(CCN(CC)CC)c2ccccc21
    17, -54, -1, 13, -9, 101, 109, -0.2, ., 8
O=C(N/N=C/c1cccc(O)c1)c1ccc(COc2ccccc2Br)cc1
    ., -4, 15, 3, 3, 59, 69, 0.4, 2, 9
COc1ccc(-n2ncc3c(NCc4ccco4)ncnc32)cc1
    -10, -31, 10, 9, -23, 97, 94, -4.3, 5, 2

Further records.
| SMILES | E-sel TNF inh | BB579 growth dn | GALR2 blocker | Measles CPE | Yeast life ext | HCT116 bCat-KO | PTEN del growth | MRP1 act | Phagocyt inh | NPY-Y2 antag |
| --- | --- | --- | --- | --- | --- | --- | --- | --- | --- | --- |
| N#CCSc1nc2ccc(N3CCCCC3)cc2c(=O)n1Cc1ccccc1 | -10 | -41 | 6 | 7 | -28 | 84 | 71 | 4.8* | 2 | -3 |
| CCc1ccc(NC(=O)Cc2ccc(OC)cc2)cc1 | . | -22 | -10 | 17 | -6 | 87 | 94 | -2.1 | -4 | 2 |
| Cc1cc(NC(=O)c2c(F)cccc2F)n(-c2nc3ccccc3[nH]2)n1 | . | -50 | -12 | 5 | -25 | 18 | 14 | 0.1 | . | 8 |
| Oc1c(CN2CCN(c3ccc(F)cc3)CC2)cc(Cl)c2cccnc12 | 12 | 99* | -6 | 1 | -14 | 3.9* | 4 | -5.6 | -1 | 2 |
| CN(C)C(=O)c1ccc(NC(=O)c2cncc(Br)c2)cc1 | -57 | -19 | 9 | 30 | -4 | 92 | 90 | -1.7 | . | 2 |
| COC(=O)c1ccc(/C=N/OCC(=O)NC2CCCCCCC2)cc1 | 11 | -37 | -4 | 2 | 13 | 75 | 83 | 1.2 | -1 | 7 |
| Cc1ccc(SCc2[nH]nc3c2C2(C(=O)N(C)c4ccccc42)C(C#N)=C(N)O3)cc1 (centres undefined) | . | -33 | -14 | 11 | -10 | 35 | 32 | -1.6 | 1 | -2 |
| COCCNC(=O)C(c1cccs1)N(Cc1cccs1)C(=O)Cn1nnc2ccccc21 (centres undefined) | 9 | -28 | -5 | 6 | . | 89 | 103 | -3.3 | . | -3 |
| C/C(=N\Nc1nccnc1Cl)c1c(F)c(F)c(F)c(F)c1F | . | -35 | 6 | 5 | 7 | 96 | 109 | -1.4 | -3 | 2 |
| Cc1ccc(C2CC(c3ccc(Cl)cc3)=NNC2=O)cc1 (centres undefined) | . | -53 | 3 | 49* | -1 | 97 | 90 | -0.7 | 2 | 2 |
| Cc1cc(Br)ccc1OCC(=O)NNC(=O)Cc1ccccc1 | . | -30 | 3 | 21 | 0 | 85 | 98 | 1.9 | -2 | 12 |
| COc1ccc(NC(=O)C23CC4CC(C2)CC(n2cnc(Br)n2)(C4)C3)c(OC)c1 | -2 | -24 | -13 | 13 | -11 | 80 | 92 | 0.0 | 2 | -2 |
| COCCNC(=O)c1ccc(CS(=O)(=O)c2c(Cl)cccc2Cl)o1 | . | 4 | 5 | 8 | -5 | 102 | 95 | -3.2 | . | 1 |
| C=CCn1c(SCCCc2ccccc2)nc2c1c(=O)[nH]c(=O)n2C | -44 | -35 | 7 | 8 | -8 | 61 | 61 | -4.0 | 0 | 2 |
| COc1ccc(CCNC(=O)c2ccc(CNS(=O)(=O)c3cccc(Cl)c3)cc2)cc1OC | 10 | -5 | -2 | 4 | -2 | 71 | 75 | -2.2 | 2 | 1 |
| CCOC(=O)CSc1nc2cccnc2n1-c1ccc(F)cc1 | 6 | -55 | 9 | 4 | -15 | 94 | 97 | 0.5 | 1 | 5 |
| C=CCOc1cccc(C2C(C(=O)c3ccc(C)o3)=C(O)C(=O)N2c2nccs2)c1 (centres undefined) | -42 | 6 | -11 | 9 | -1 | 93 | 93 | -2.3 | -2 | 4 |
| NC(=O)Cn1nnc(-c2ccccc2NC(=O)c2cnccn2)n1 | -19 | -30 | 13 | 19 | -8 | 94 | 104 | 0.1 | 0 | -1 |
| O=C(NC(c1ccccc1)c1c(O)ccc2ccccc12)c1ccccc1Cl (centres undefined) | 27 | -17 | -1 | 11 | -4 | 82 | 87 | -1.0 | . | 3 |
| O=C1OC2(CCCCC2)OC(=O)C1=CNc1ccc2c(c1)OCO2 | 6 | -16 | -10 | 15 | -24 | 89 | 99 | -4.5 | . | 2 |
| CCn1c(C)cc(=S)c2ccccc21 | -11 | -58 | -4 | 27 | -9 | 29 | 46 | -1.1 | 2 | 2 |
| CC[C@H](C)[C@@H]1NC(=O)c2cc([N+](=O)[O-])cc(I)c2SC[C@@H](C(N)=O)NC(=O)[C@H](CCCCN)NC1=O | -17 | -39 | -1 | 4 | 1 | 97 | 93 | 0.5 | . | 1 |
| O=C(C(Sc1ccccc1)c1ccc(Br)cc1)N1CCOCC1 (centres undefined) | 0 | -1 | -2 | 11 | 3 | 91 | 85 | -1.6 | -5 | 0 |
| O=C(CSc1nnc(SCC(=O)c2ccco2)s1)c1ccco1 | 6 | -38 | -2 | 20 | -16 | 95 | 92 | -6.2 | . | 1 |
| O=C(c1cccc2ccccc12)N1CCN(c2ccccc2F)CC1 | -5 | -7 | -11 | 27 | 2 | 83 | 91 | -0.1 | -3 | 2 |
| Cc1c(/C=C/C(=O)c2cccs2)cnn1C | 23 | -10 | 1 | 22 | . | 64 | 85 | -3.7 | . | 3 |
| CCN(CCNC(=O)c1ccc(CSc2nc3ccncc3[nH]2)cc1)c1ccccc1 | -16 | -21 | 1 | 9 | 10 | 77 | 59 | -2.0 | . | 0 |
| CCOC(=O)c1c(O)c2c(n(Cc3ccco3)c1=O)CCCC2 | -50 | -11 | -4 | 23 | 5 | 95 | 104 | 0.1 | -1 | 5 |
| O=[N+]([O-])c1ccc(-c2ccn[nH]2)o1 | . | 30 | -2 | 5 | 5 | 88 | 100 | -0.1 | -5 | 4 |
| COC(=O)c1cnn2c(C(F)(F)F)cc(-c3ccc(F)cc3)nc12 | 10 | -10 | 11 | 9 | -26 | 96 | 91 | -1.8 | 2 | 2 |
| Cn1c(=O)[nH]c(=O)c2c1nc1n2CCCN1CCc1ccccc1 | -10 | 32 | -7 | 0 | -14 | 88 | 98 | -1.1 | 0 | 2 |
| C/C=C/COC(=O)c1[nH]c2c(c1C)C(=O)CC(c1ccco1)C2 (centres undefined) | . | -39 | 26 | -1 | -9 | 10 | 15 | -3.8 | 3 | 10 |
| Cc1ccc2cc(/C=N/NC(=O)[C@H](C)NC(=O)OC(C)(C)C)c(Cl)nc2c1 | 16 | -32 | -7 | 4 | -6 | 43 | 87 | -0.1 | . | 5 |
| CCOc1ccc(OCC)c(S(=O)(=O)NCc2ccccn2)c1 | 11 | -12 | 9 | 3 | -3 | 95 | 97 | -1.7 | 1 | -2 |

Screening results: PubChem BioAssay, several laboratories
